GAA inhib – alpha-glucosidase (human) inhibition; P10253; purified human GAA, 4-MU-alpha-glucoside fluorescence; Potency, µM (highest dose often 76.9 µM), for inactives: top-dose activity change, negative = inhibition, actives largely listed as inhibitors; hit rate 0.005% among 200,000; AID 1466;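 note: plate controls were uninhibited enzyme wells for no effect and no-enzyme background for full effect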
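Human enzyme at 4 nM with 400 uM 4-methylumbelliferyl-alpha-D-pyranoside, citrate/phosphate buffer pH 5.0, 0.005% Tween-20, 20 min at room temperature. Compounds up to 77 uM. 4-MU fluorescence (Ex 365/Em 440) read after NaOH/glycine stop; AC50 from Hill fit.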
HTT cytoprotect – protects HTT-Q103 PC12 cells, measured by ATP. PC12 HTT-Q103 induced, cytoprotection, ATP luminescence, 40 h. Potency, µM (highest dose often 56.4 µM), inactives show cytoprotection (ATP increase), actives largely listed as activators. hit rate 0.14% among 230,000. AID 1471;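 note: % of control where 0% means no effect; nearly all actives have a fitted effect of over 45% in size; toxic huntingtin expression switched on by the ecdysone agonist tebufenozide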
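Compounds added alongside 100 nM tebufenozide, which induces toxic Q103 huntingtin exon 1-GFP in stable PC12 cells; surviving cells quantified by luminescent ATP measurement. Medium: phenol red-free DMEM, 5% equine and 5% calf serum.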
GoLoco inh red – blocks human Gai1 binding to RGS12 GoLoco peptide, red readout; Gai1:RGS12 GoLoco peptide FP, rhodamine, 10 min; Potency, µM (highest dose often 61.6 µM), for inactives: at the top dose activity, negative = inhibition, most hits filed as inhibitors; hit rate 0.44% among 230,000; active = well fitted inhibition curve with a large enough effect, not every such curve was filed as active; inactive = no such curve, though single readings can be large or run the other way; note: % is set by controls: 0 for no effect and ±100 for the full control effect; nearly all actives have a fitted effect of over 30% in size; many of its hits are not listed in these tables
Target sequence (P63096 whole entry, looked up): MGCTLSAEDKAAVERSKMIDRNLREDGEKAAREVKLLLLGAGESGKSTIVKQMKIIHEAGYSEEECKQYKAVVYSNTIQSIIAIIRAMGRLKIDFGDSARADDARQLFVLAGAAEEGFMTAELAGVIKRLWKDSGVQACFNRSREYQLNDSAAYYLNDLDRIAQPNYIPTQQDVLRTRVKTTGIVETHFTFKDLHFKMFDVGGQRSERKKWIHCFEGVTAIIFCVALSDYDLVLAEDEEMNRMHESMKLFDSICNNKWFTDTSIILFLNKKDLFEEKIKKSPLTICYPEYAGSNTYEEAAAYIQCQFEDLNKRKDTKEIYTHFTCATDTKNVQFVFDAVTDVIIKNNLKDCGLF
GAA spleen mod – lysosomal alpha-glucosidase (human) modulation. P10253. human spleen homogenate, 4-MU-alpha-glucoside fluorescence. Potency, µM (highest dose often 79.9 µM), without a hit: at the top dose activity change, negative = inhibition, hits mostly inhibitors. hit rate 0.006% among 240,000. AID 2112;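 note: 0% = enzyme with vehicle and -100% = no enzyme basal signal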
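Human spleen homogenate (1 ug) with 4-methylumbelliferyl-alpha-D-glucopyranoside (1 mM final) in 50 mM citrate/phosphate pH 5.0, 0.01% Tween-20; 40 min at 37 C. Stopped at pH 10; 4-MU fluorescence Ex 365/Em 440 nm; AC50 by Hill fit.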
GAA glycogen – GAA glycogen-cleavage inhibition or activation. P10253. recombinant GAA, glycogen substrate, Amplex Red glucose oxidase fluorescence. Potency, µM (top dose mostly 76.4 µM), for the others: at the top dose activity change, negative = inhibition, most hits filed as inhibitors. hit rate 0.38% among 300,000;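 note: 0% = full enzyme reaction and -100% = no-enzyme basal signal; the screen sought inhibitors and activators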
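Natural-substrate format: glycogen cleavage by 4 nM human enzyme, glucose read by Amplex Red coupling (Ex 573, Em 610 nm). Normalized to enzyme and no-enzyme controls.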
IMPase Li cell – cell-permeable IMPase inhibitors with lithium potentiation | CHO-M1 cells, IP1 TR-FRET (IP-One), carbachol + lithium | Potency, µM (titrated, usually from 59.4 µM), inactives show top-dose activity, negative = IMPase inhibition, most hits filed as inhibitors | AID 1457 | hit rate 0.35% among 210,000;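 note: IP1 builds up when IMPase is blocked and the TR-FRET signal falls; plate controls were basal vehicle for no effect and high inhibitor control for full effect; nearly all actives have a fitted effect of over 50% in size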
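CHO cells stably expressing M1 receptor (2000/well) were cultured 16–30 h, then exposed to compounds with a small lithium addition for 30 min at 37C. IP1 was measured by TR-FRET competition; AC50 from Hill fits.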
HttQ103 aggreg – mutant huntingtin aggregation inhibition | PC12 HttQ103-GFP aggregates, Acumen cytometry, 40 h | Potency, µM (titrated, usually from 46.1 µM), without a hit: at the top dose activity change, negative = inhibition, usual class: inhibitors | hit rate 1.1% among 220,000; note: % is set by controls: 0 for no effect and ±100 for the full control effect; nearly all actives have a fitted effect of over 60% in size
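Aggregates are detected as GFP objects 1–25 µm with signal 6 STDEV over background in lysates of induced PC12 cells. These carry Huntingtin exon 1 with 103 glutamines fused to GFP under an ecdysone promoter; compounds titrated.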
* marks the source's active call; other numbers are inactive results; ? = inconclusive; nt = no result given; & = joins results of further samples; [ ] = dose if it differs, or a comment. Unless noted, calls come from the whole dose curve; as a rule, active = well fitted curve in the direction sought with a large enough effect; inconclusive = small, poorly fitted or top-dose-only effect, or another doubt; inactive = no such curve, though single readings can be large; an effect the other way counts as inactive or inconclusive. Potency is the fitted concentration of half-maximal effect.

SMILES | GAA inhib | HTT cytoprotect | GoLoco inh red | GAA spleen mod | GAA glycogen | IMPase Li cell | HttQ103 aggreg
CCOC(=O)N1CCN(C(=O)CCN2C(=O)COc3ccccc32)CC1 | -8% | -13% | 6% | 1% | 8% | -1%[38.3 µM] | 23%
N/C(Cc1cccs1)=N\OC(=O)COc1ccccc1 | 7% | -2%[10 µM] | -14% | -7% | 5% | 1%[38.3 µM] | 13%
COc1ccc(-c2nc(C)c(C(C)=O)n2O)cc1 | -15% | -4% | 4% | 0% | -1% | -4%[38.3 µM] | -19%
CCOC(=O)N1CCN(C(=O)C2CCN(S(=O)(=O)c3ccc(Br)s3)CC2)CC1 | -5% | 22% | 7% | 0% | 2% | 15%[38.3 µM] | 4%
O=C(C1CCCCN1S(=O)(=O)c1ccccc1[N+](=O)[O-])N1CCCC1 (configuration not stated) | -2% | -15% | 7% | 1% | -3% | -1% | 4%
N#Cc1cc([N+](=O)[O-])ccc1NCCc1ccccn1 | 1% | -27% | 7% | -5% | 12% | -1% | 14%
C=CCN(C(C)=O)C1CC(=O)N(c2ccc(OCCC)cc2)C1=O (configuration not stated) | 1% | -8% | -2% | 1% | 9% | 53%[activator][38.3 µM] | 17%
Cc1ccc(S(=O)(=O)/N=C/c2cc(Br)ccc2O)cc1 | -3% | -30%[inhibitor] | 12% | nt | 8% | -14% | -16%
Cc1cc(F)c(F)c(C(=O)N2CCC(C)CC2)c1Cl | 11% | 11%[10 µM] | 14% | -4% | 7% | 7% | 10%[9.22 µM]
O=C(CSc1nnc(-c2ccco2)n1CC1CCCO1)c1ccccc1 (configuration not stated) | -3% | -1% | 20% | 0% | -4% | -9%[38.3 µM] | 11%
CNC(=S)N/N=C/c1ccccc1Cl | 1% | 15%[10 µM] | -16% | 6% | -17% | -4% | 16%
Cc1nnc(NC(=O)CCC(=O)N2CCC(C)CC2)s1 | 4% | 10%[10 µM] | -4% | -1% | 5% | 2% | -12%
COCC(=O)Nc1ccc([N+](=O)[O-])cc1C | 1% | 7%[10 µM] | -13% | 7% | 6% | -2% | -13%
CCc1ccc(-c2nc(CN3CCCC(C(=O)NCCc4ccc(OC)c(OC)c4)C3)c(C)o2)cc1 (configuration not stated) | -3% | -60%[inhibitor] | 10% | -1% | -24% | 16%[38.3 µM] | -15%
COc1ccccc1CN1C(=O)CCC1(C)C(=O)NCc1cccnc1 (configuration not stated) | 3% | -5% | -12% | -2% | -10% | -13%[38.3 µM] | 9%
Cc1noc(C)c1C(=O)N1CCC2(CC1)CN(c1ccccc1)C2 | nt | 3% | -6% | -14% | nt | 6% | nt
CCOC(=O)c1cc(-c2ccco2)nc2c1c(C)nn2-c1cccc(Cl)c1 | 4% | 8% | 11% | -15% | -2% | -2%[38.3 µM] | 1%
CC(C)(C)NNC(=S)Nc1ccc(S(=O)(=O)N2CCOCC2)cc1 | -11% | 21%[10 µM] | -6% | 1% | ? | 1% | -12%
O=C(NNc1cccc(Cl)n1)Nc1ccc(F)cc1 | 1% | nt | 7% | -1% | ? | 2% | 3%
COC(=O)Nc1c(C)n(C)n(-c2ccccc2)c1=O | 0% | -2% | 5% | -5% | 7% | 0% | 8%
CCNc1ncc2nc(-c3ccc(Cl)cc3)c(=O)n(-c3ccccc3)c2n1 | nt | -18% | -6% | 6% | nt | -17% | nt
COc1ccccc1Oc1coc2cc(OC(=O)N3CCOCC3)ccc2c1=O | -10% | -8% | -1% | -4% | 4% | 7%[38.3 µM] | 14%
Cc1nn2c(-c3ccc(Cl)cc3)nnc2s1 | -1% | -13% | -11% | -4% | 8% | -5%[38.3 µM] | -15%
COc1ccc(OC)c(Nc2cc(C)nc3nc(C)nn23)c1 | ? | 23%[10 µM] | 6% | -2% | 4% | 19%[38.3 µM] | -6%
OC(CNC1CCCC1)COCCOc1ccc(Br)cc1 (configuration not stated) | nt | 34%[10 µM] | -4% | 1% | 4% | nt | 14%[9.22 µM]
CCOC(=O)c1c(C)[nH]c(C)c1C(=O)COC(=O)/C=C/c1cccc(Cl)c1 | -25% | 2%[10 µM] | 14% | -5% | -9% | 11% | -15%
COc1cccc(C2=NO[C@@H]3C(=O)N(c4ccc5c(c4)OCCO5)C(=O)[C@H]23)c1OC | 3% | -13% | 0% | 2% | -10% | -6%[38.3 µM] | -3%
CC(C)(C)Sc1nc(O)cc(=O)[nH]1 | -2% | -6% | 2% | -7% | 5% | -16%[38.3 µM] | 16%
COc1ccc(NC(=O)c2[nH]c(C)c(C(C)=O)c2C)cc1Cl | 6% | -40%[inhibitor][10 µM] | -3% | -5% | 27% | 8%[38.3 µM] | ?
COc1ccc2[nH]cc(C(=O)CN3CCN(C(=O)c4ccco4)CC3)c2c1 | 14% | -14%[0.074 µM] | -3% | 2% | 5% | 6%[38.3 µM] | 3%

Of the compounds above, three contain a nitro group on carbon.
SMILES | GAA inhib | HTT cytoprotect | GoLoco inh red | GAA spleen mod | GAA glycogen | IMPase Li cell | HttQ103 aggreg
O=C(C1CCCCN1S(=O)(=O)c1ccccc1[N+](=O)[O-])N1CCCC1 (configuration not stated) | -2% | -15% | 7% | 1% | -3% | -1% | 4%
N#Cc1cc([N+](=O)[O-])ccc1NCCc1ccccn1 | 1% | -27% | 7% | -5% | 12% | -1% | 14%
COCC(=O)Nc1ccc([N+](=O)[O-])cc1C | 1% | 7%[10 µM] | -13% | 7% | 6% | -2% | -13%

Next part
SMILES | GAA inhib | HTT cytoprotect | GoLoco inh red | GAA spleen mod | GAA glycogen | IMPase Li cell | HttQ103 aggreg
Clc1cccc(OCc2nc(-c3ccncc3)n[nH]2)c1 | 11% | -13%[10 µM] | -8% | 1% | 19% | 2% | -7%
O=C(N/N=C/c1ccncc1)c1cccc([N+](=O)[O-])c1 | 1% | 17%[10 µM] | -16% | -6% | 11% | -4% | -1%
O=c1cc(CO)oc(CN2CCN(CCO)CC2)c1O | -7% | -28% | 13% | -7% | 2% | 20%[38.3 µM] | 2%
CCc1ccc(N/C(SCc2cccc(F)c2)=C(/C#N)C(=O)NCc2ccco2)cc1 | -7% | -10%[0.074 µM] | -2% | -9% | -20% | 24%[38.3 µM] | ?
COCCNC(=O)CCc1nnc(C2(c3ccc(Cl)cc3)CCC2)o1 | 8% | ? | -1% | 3% | 0% | 7% | -7%[9.22 µM]
O=C(NCCc1csc(-c2ccc(C(F)(F)F)cc2)n1)c1cccs1 | -15% | 1%[10 µM] | 2% | 2% | -3% | 26%[38.3 µM] | -31%
O=C(O)c1ccc(NC(=O)c2cn(-c3ccccc3)nc2-c2ccccc2)cc1 | -10% | -90%[inhibitor] | 6% | -12% | 25% | -3% | 18%
Cc1cc(C)nc(-n2nc(C)c(Sc3ccc(F)cc3)c2N)n1 | -10% | -2%[10 µM] | -4% | -3% | 7% | -15%[38.3 µM] | -6%
CCCCNc1nc(CC(C)=O)ns1 | 7% | 12%[10 µM] | 8% | -5% | 5% | 1%[38.3 µM] | 13%
O=S(=O)(Nc1nc2ccccc2nc1NCc1ccco1)c1ccc(F)cc1 | nt | 8%[10 µM] | 3% | 3% | -4% | nt | 3%[9.22 µM]
O=c1cnnc(Nc2ccc(Nc3ccccc3)cc2)[nH]1 | -4% | 22% | 7% | 2% | ? | 11% | -16%
O=c1sc(Nc2ccccc2)nc2ccccc12 | ? | 20%[10 µM] | 5% | -6% | 9% | -7% | -19%[9.22 µM]
CCC(=O)Nc1nnc(/C=C/c2ccc(OC)cc2)s1 | 10%[15.4 µM] | -21%[10 µM] | 17% | -7% | 0% | nt | -2%[9.22 µM]
CCCn1c(=S)[nH]c2ccccc2c1=O | ? | -26% | 5% | -2% | 14% | 4% | 7%[9.22 µM]
COc1ccc2c(OC)c3ccoc3nc2c1OC | -1% | -26%[1.9 µM] | 5% | 5% | 1% | -9%&15%&3% | 6%
NC(=O)N/N=C/c1cn(-c2ccccc2)nc1-c1cccnc1 | -11% | -13%[10 µM] | 0% | 0% | 8% | nt | 3%[9.22 µM]
N#CC1=C(N)Oc2ccc3ccccc3c2C1c1cccnc1 (configuration not stated) | 6% | -99% | 8% | 2% | -22% | 13% | -8%[9.22 µM]
CC(C)c1nc(C(=O)N2CCCC(CCC(=O)N(C)CCc3ccccn3)C2)cs1 (configuration not stated) | 14% | 32%[10 µM] | 1% | -4% | -16% | 12% | 3%[9.22 µM]
CCn1cc(CN2CCc3c([nH]c4ccccc34)C2c2ccc(F)c(OC)c2)c(C)n1 (configuration not stated) | -4% | -9%[10 µM] | 13% | -4% | -19% | 15% | -12%[9.22 µM]
Cc1ccc(/C=N/NC(=O)Cn2cncn2)cc1 | 3% | -23% | 4% | -2% | 1% | 3% | -5%
Cc1cc(=O)n2[nH]c(-c3ccco3)nc2n1 | -6% | -1% | 11% | 5% | -3% | 17%[38.3 µM] | -1%
Cc1cccc(OCCNC(=S)NC(=O)c2cccnc2)c1 | -8% | -9%[0.074 µM] | 21% | -3% | 13% | 1% | 14%
NCCCCCCCCCCNS(=O)(=O)c1cccc2c(Cl)cccc12 | nt | -19% | 9% | 9% | nt | 10% | nt
C/C(=N\NC(=O)c1ccc(Br)cc1)C1C(=O)c2ccccc2C1=O | -6% | -56%[inhibitor] | -5% | -17% | 7% | 31%[activator][38.3 µM] | ?
O=[N+]([O-])c1ccccc1S(=O)(=O)n1cnc2ccccc21 | ? | -27%[10 µM] | 10% | 5% | -28% | 7% | -19%[9.22 µM]
CN(C)C(=O)C(=O)c1cccn1-c1ccccc1C#N | -7% | -18% | 3% | 4% | -2% | 11%[38.3 µM] | 18%
CNc1ccc(S(=O)(=O)NCC(=O)OCC(=O)Nc2cccc(Cl)c2Cl)cc1[N+](=O)[O-] | 6% | nt | -17% | 3% | 2% | -5% | -29%
Nc1cc(C(=O)c2ccccc2)ccc1[N+](=O)[O-] | -5% | -33%[inhibitor] | -4% | nt | 8% | -6% | -7%
Cc1nc2ccccn2c1C(=O)NN | 2% | 1%[10 µM] | nt | -6% | ? | nt | -5%
COc1cc(/C=C/C(=O)O)cc(S(=O)(=O)Nc2cccc(S(=O)(=O)N3CCOCC3)c2)c1OC | nt | 6%[10 µM] | 10% | -6% | -19% | nt | -8%[9.22 µM]
COC(=O)c1cc2sc(Cl)cc2n1CC(=O)NCC1CCCO1 (configuration not stated) | -10% | 25% | 4% | 0% | 1% | 33%[38.3 µM] | 8%

This is a subset; the hit share may differ from the screen's.
